Screens (PubChem BioAssay)
RMI FANCM FP: RMI-FANCM interaction inhibition | hit rate 0.58% among 70,000 | FP signal (polarization) at 33 µM | AID 1159607 | Fluorescence polarization, RMI core complex with F-MM2 peptide; hits give low values; in the data active means FP signal below about 40; further: inactives centre near 61; strong numbers were not always called active; unit not given here
An asterisk follows results filed as active; & = joins results of further samples. Only part of the results is shown; the hit share may differ from the screen's.

No.	SMILES	RMI FANCM FP
1	CCOc1ccc(/C=C/c2nc(C#N)c(N3CCN(C(=O)c4ccccc4C)CC3)o2)cc1	63
2	COc1ccc(OC)c2sc(NC(=O)c3ccc(Cl)s3)nc12	58
3	CCOc1ccc2nc(NC(=O)c3cc([N+](=O)[O-])ccc3Cl)sc2c1	64
4	CSc1nc2ccc(NC(=S)NC(=O)c3ccc(C(=O)c4ccccc4)cc3)cc2s1	60
5	Clc1ccc(C=NCc2cccnc2)c(Cl)c1	55
6	COc1ccc(S(=O)(=O)NCC(c2ccsc2)N2CCc3ccccc3C2)cc1OC (configuration not stated)	70
7	Clc1ccc(CON=C(Cn2ccnc2)c2ccc(Cl)cc2Cl)c(Cl)c1	65
8	CCn1nnc2c(N3CC(C)OC(C)C3)ncnc21 (configuration not stated)	56
9	Cc1nc2ccc(S(=O)(=O)NCCCn3nc(-c4ccccc4)ccc3=O)cc2s1	69
10	COc1cccc(OC)c1C(=O)NCC(c1ccc2c(c1)CCCN2C)N1CCCCC1 (configuration not stated)	71
11	CN1CCN(C(CNC(=O)Cc2ccc(-c3ccccc3)cc2)c2ccc3c(c2)CCN3C)CC1 (configuration not stated)	70&59
12	COc1ccc(-c2c(NC(=O)C(C)C)oc3c(sc4ccccc43)c2=O)cc1	70
13	CCOc1ccc(C)cc1S(=O)(=O)Nc1ccc2c(c1)CCC(=O)N2C	65
14	O=C(Nc1cccc(-c2ccc3nnc(-c4ccncc4)n3n2)c1)c1ccc(Cl)nc1	236
15	O=C(Nc1ccccc1N1CCOCC1)NC1CCN(C(=O)OCc2ccccc2)CC1	56
16	CC(NC(=O)C12CC3CC(CC(C3)C1)C2)C(=O)N/N=C\c1ccc([N+](=O)[O-])o1 (configuration not stated)	62
17	Cc1ccccc1C(=O)N/C(=C\c1coc2ccc(Cl)cc2c1=O)C(=O)N1CC2CC(C1)c1cccc(=O)n1C2 (configuration not stated)	51
18	O=C(Nc1ccc(S(=O)(=O)N2CC3CC(C2)c2cccc(=O)n2C3)cc1)C12CC3CC(CC(C3)C1)C2 (configuration not stated)	64
19	CN1CCCc2cc(C(CNC(=O)Cc3cccs3)N3CCOCC3)ccc21 (configuration not stated)	55
20	O=c1oc(-c2cccs2)ns1	56

Additional compounds follow:
No.	SMILES	RMI FANCM FP
21	CN(C)/C=C1\N=C(SCc2c(Cl)cccc2Cl)NC1=O	57
22	NC(=O)c1cccc2c1OCCO2	56
23	C=CCN1C(=O)CC(Nc2ccc(CC)cc2)C1=O (configuration not stated)	68
24	COc1ccc(-c2noc(CSc3nnc(C(F)(F)F)n3C)n2)cc1	58
25	COc1cccc(CNC(=O)C2CCN(c3ncnc4c3sc3ncccc34)CC2)c1	60
26	O=C(COc1ccc(Cl)cc1Cl)NCCn1ncc2c(=O)n(Cc3cccc4ccccc34)cnc21	75
27	O=C(CNC1Cc2ccccc2C1)Nc1ccccc1N1CCOCC1	58&53
28	CCOc1ccc(-c2cc(=O)n(CC(=O)NCCc3c[nH]c4ccccc34)cn2)cc1	142
29	CCOC(=O)Nc1ccc2c(c1)NC(=O)C(C)(C)CO2	62
30	CN(C)CCCN(C(=O)c1ccc([N+](=O)[O-])s1)c1nc2cc3c(cc2s1)OCO3	81
31	O=C(c1ccc([N+](=O)[O-])s1)N1CCc2ccccc2C1	41
32	O=C(O)c1cccnc1NCc1ccccc1	71
33	COc1ccccc1/C=C/C=N\NC(=O)c1cc(-c2ccccc2Cl)n[nH]1	63
34	CCOc1ccc(NC(=O)CSC2=C(C#N)C(c3cccs3)C3=C(CC(C)(C)CC3=O)N2)cc1 (configuration not stated)	62
35	Clc1ccc(C2Nc3cccc4cccc(c34)N2)c(Cl)c1	46
36	COc1ccccc1-n1ncc2c(C)nnc(SCC(=O)NCc3ccccc3Cl)c21	62
37	Cc1nnc2ccc(N3CCN(C(=O)Nc4ccccc4)CC3)nn12	68
38	C=CCn1c(=NC(=O)c2cccc(N3C(=O)CCC3=O)c2)sc2c(C)cc(C)cc21	72
39	COc1cc(C(=O)N2CCCC(c3nnc(C)s3)C2)cc(OC)c1OC (configuration not stated)	60
40	CC(=O)N1c2ccccc2CC1S(=O)(=O)O (configuration not stated)	58

Going on with the list:
No.	SMILES	RMI FANCM FP
41	CCCCN(C)S(=O)(=O)c1ccc(C(=O)Nc2sc3c(c2C#N)CC(C)(C)NC3(C)C)cc1	69
42	CC(C)c1cc(=O)[nH]c(-n2nc(-c3cccs3)cc2NC(=O)c2ccc(F)c(F)c2)n1	66
43	CCOc1ccc(NC(=O)Cn2c(=O)n(Cc3ccccc3Cl)c(=O)c3nccnc32)cc1	79
44	Cc1cc(NC(=O)c2ccc(Cl)cc2)n(-c2nc(-c3cccs3)cs2)n1	85
45	S=c1[nH]nc(C2COc3ccccc3O2)o1 (configuration not stated)	69
46	COc1ccc(N2CCN(CCNC(=O)C(=O)Nc3ccc(C)c(F)c3)CC2)cc1	63
47	CC(=O)c1ccc(C(=O)N2CCNC(=O)C2C)cc1 (configuration not stated)	69
48	COc1cccc(C(=O)Nc2nnc(-c3ccc(F)cc3)s2)c1OC	65
49	COc1ccc(-c2nc3scc(CCNS(=O)(=O)c4c(C)noc4C)n3n2)cc1OC	61
50	CC1=CC(=O)C=C/C1=N\OC(=O)c1cc([N+](=O)[O-])cc([N+](=O)[O-])c1	59
51	COc1ccc(C)cc1Nc1nc(C(=O)NCc2ccncc2)cs1	63
52	Cc1csc(CN2CCN(C(=O)CC(c3ccccc3)c3ccccc3)CC2)n1	61
53	O=S(=O)(Nc1ccc(C(F)(F)F)cc1Cl)c1ccc(Cl)cc1	46
54	CC(=O)Nc1cccc(NC(=O)CSc2nc(CC(=O)N3CCCC(C)C3)cs2)c1 (configuration not stated)	57
55	O=C1NCCCCC1NS(=O)(=O)c1cccc2ccccc12 (configuration not stated)	57
56	NC(=O)c1c(N)sc2c1CCCC2	53
57	N#Cc1c(N2CCOCC2)sc(C(=O)O)c1-c1ccc(Cl)cc1	54
58	COc1ccc(NC(=O)CSc2ccc(NC(C)=O)nn2)c(OC)c1	68
59	O=C(O)CCn1cc(C(F)(F)F)ccc1=O	60
60	CC(C)(C)c1ccc(S(=O)(=O)Nc2ccc(C(=O)N3CCCC3)cc2)cc1	75

The list continues.
No.	SMILES	RMI FANCM FP
61	Cc1cc(C)c(C)c(S(=O)(=O)NCCN2CCOCC2)c1C	59
62	COC(=O)Cc1nc(NC(=O)c2nc(-c3ccccc3)oc2C)sc1C	55
63	CN(Cc1ccco1)S(=O)(=O)c1ccc(C(=O)Nc2ccc3c(c2)OCCO3)cc1	53
64	CC(C)(C)c1ccc(Oc2ncccc2NC(=O)c2cccc3ccccc23)cc1	67
65	O=c1cc(Nc2cccc(C(F)(F)F)c2)nc[nH]1	48
66	COc1cccc(/C=C2/CCn3c2nc(=O)c2ccccc23)c1OC	48
67	COc1ccc(S(=O)(=O)NCCNC(=O)c2ccc(NC(C)=O)cc2)c(OC)c1	61
68	Cc1ccccc1-c1noc(-c2sccc2S(=O)(=O)N(C)c2ccc(Cl)cc2)n1	62
69	CC(C)(C)NC(=O)O/N=C(/N)c1ccc(NS(C)(=O)=O)cc1	64
70	CCOc1cc(C(=O)NCC(=O)N/N=C\c2sccc2C)cc(OCC)c1OCC	73
71	O=C(Nc1nnc(C23CC4CC(CC(C4)C2)C3)s1)c1ccccc1C(F)(F)F	146
72	CCN1C(=O)C(C)(C)COc2ccc(NC(=O)Oc3ccccc3)cc21	67
73	CC1CCCN(S(=O)(=O)c2ccc(C(=O)N(CCN(C)C)c3nc4cc5c(cc4s3)OCCO5)cc2)C1 (configuration not stated)	90
74	Cn1c2c(c(=O)n(C)c1=O)CN(Cc1ccc3c(c1)OCO3)CN2	56
75	COC(=O)Nc1cccc(N2CCCC2=O)c1	63
76	O=C(O)c1cccnc1	62&60&63
77	Cc1ccc(NC(=O)CSc2nc3cc(-c4ccccc4)sc3c(=O)n2C)c(Cl)c1	61
78	COc1ccc(Br)cc1S(=O)(=O)N1CCN(S(=O)(=O)c2cc(Br)ccc2OC)C(C)C1 (configuration not stated)	63
79	Cc1nc(-c2ccc(/C(N)=N\O)cc2)cs1	59
80	CC1(C)Cc2cccc(OCCCS(N)(=O)=O)c2O1	61

Next part.
No.	SMILES	RMI FANCM FP
81	O=C(O)c1cc(-c2ccc(-c3ccc(F)cc3)o2)nc2ccccc12	88
82	CCCN1CCC2(CC1)NC(=O)N(CC(=O)Nc1cc(C)on1)C2=O	57
83	COCCn1c(SCc2nc(-c3ccc(C)cc3)oc2C)nc2ccccc2c1=O	66
84	NC1=NC(=O)C(CC(=O)Nc2ccc(Cl)cc2)S1 (configuration not stated)	68
85	Cc1ccc(-n2ncc3c(=O)n(CC(=O)Nc4ccc(OC(F)(F)F)cc4)cnc32)c(C)c1	54
86	O=C1c2ccccc2C(=O)N1CCCCN(C(=O)c1ccc([N+](=O)[O-])o1)c1ccc(Cl)cc1	63
87	CCOC(=O)CC1Sc2ccccc2N=C1SCC(=O)Nc1ccc(Cl)cc1Cl (configuration not stated)	53
88	C=CCN1C(=O)C(C)(C)COc2ccc(NC(=O)c3cccc(F)c3)cc21	69
89	CCOC(=O)C1CCCN(C(=O)CS(=O)(=O)c2ccc3c(c2)S(=O)(=O)N=CN3)C1 (configuration not stated)	64
90	COc1ccc(Cl)cc1NC(=O)Cn1cccn1	64
91	Cc1nnsc1C(=O)Nc1ccc(CN2CCS(=O)(=O)CC2)cc1	48
92	CC(C)CC(=O)Nc1ccc2c(c1)N(C(=O)c1cccs1)CCC2	57
93	Cc1ccc(S(=O)(=O)CC(=O)Nc2ccc([N+](=O)[O-])cc2)cc1	53
94	CCCCNC(=S)NCc1ccc2[nH]c(C)cc2c1	76
95	Cc1ccc(C)c(NC(=O)CSc2nncc3ccccc23)c1	63
96	COc1cc2[nH]c3c(=O)n(CC(=O)NCc4ccc(Cl)cc4)cnc3c2cc1OC	98
97	Cc1ccc(-n2c(=S)sc3c(=O)[nH]c(SCC(=O)NC4CCCCC4)nc32)cc1	61
98	CC(=O)N1N=C(c2ccc(NS(C)(=O)=O)cc2)CC1c1cccc([N+](=O)[O-])c1 (configuration not stated)	53
99	O=C(NCCCn1nc(-c2ccco2)ccc1=O)Nc1ccc(F)c(F)c1	67
100	CC(C)C[C@H](NC(=O)[C@H](O)[C@H](N)Cc1ccccc1)C(=O)O	59

Sorted by value in RMI FANCM FP (ascending): three of the compounds above.
No.	SMILES	RMI FANCM FP
87	CCOC(=O)CC1Sc2ccccc2N=C1SCC(=O)Nc1ccc(Cl)cc1Cl (configuration not stated)	53
82	CCCN1CCC2(CC1)NC(=O)N(CC(=O)Nc1cc(C)on1)C2=O	57
96	COc1cc2[nH]c3c(=O)n(CC(=O)NCc4ccc(Cl)cc4)cnc3c2cc1OC	98

Next section
No.	SMILES	RMI FANCM FP
101	CC(=O)Nc1ccc(S(=O)(=O)NCCc2cn3ccc(C)cc3n2)cc1	58
102	COc1cc(/C=N\NC(=O)Cn2cnc3sc4c(c3c2=O)CCC(C)C4)ccc1O (configuration not stated)	59
103	CCOc1ccc2nc(N(Cc3cccnc3)C(=O)c3ccccc3C(=O)OC)sc2c1	65
104	O=C1CCc2cc(NC(=O)c3ccc([N+](=O)[O-])cc3Cl)ccc2N1	66
105	COc1ccc(CC(=O)NCCNC(=O)c2ccc(NC(=O)C3CC3)cc2)cc1	66
106	COc1cccc(CSc2nc(CC(=O)NC(C)c3ccccc3)cc(=O)[nH]2)c1 (configuration not stated)	53
107	CN(C)CCN(C(=O)c1ccnn1C)c1nc2c(F)cc(F)cc2s1	73
108	CC(=O)c1c(C)oc2ccc(N(C(=O)Oc3ccccc3)S(=O)(=O)c3ccc(Cl)c([N+](=O)[O-])c3)cc12	55
109	C=CCNc1nn(CC(=O)Nc2c(C)cccc2CC)c(N)c1-c1nc(-c2ccc(Cl)cc2)no1	97
110	CSc1ccc(CC(=O)Nc2nc(-c3cc([N+](=O)[O-])cs3)cs2)cc1	61
111	COc1ccc(NC(=O)Cn2cnc3c(cnn3C3CCS(=O)(=O)C3)c2=O)cc1OC (configuration not stated)	64
112	O=S(=O)(NCCOc1ccc(F)cc1)c1ccc2c(c1)CCCC2	58
113	CCc1nc2ccccc2n1CCC(N)=O	61
114	O=C(Nc1nnc(-c2ccc(Br)s2)o1)c1cc2ccccc2oc1=O	67
115	CCOC(=O)C1(CCC#N)C(=O)C=C(c2ccc(OC)cc2)CC1c1ccc2ccccc2c1 (configuration not stated)	60&52
116	CC(=O)N1CCN(S(=O)(=O)c2cccc(C(=O)Nc3nc(C)cs3)c2)CC1	59
117	CC(C)Oc1ccc(C(=O)Nc2nc3c(s2)C(=O)CC(C)(C)C3)cc1	59
118	CCCN1C(=O)C(C)(C)COc2ccc(NS(=O)(=O)c3cc(Cl)ccc3C)cc21	70
119	Cn1c(SCC(=O)Nc2ccc(C(N)=O)cc2)nnc1-c1ccc(=O)n(C)c1	65
120	O=C(CSc1ccc(NC(=O)c2ccco2)nn1)Nc1ccc(F)cc1	71
121	COc1ccc(S(=O)(=O)N2CCN(C(c3ccccc3)c3ccccc3)CC2)c(C)c1C	59
122	O=C(NCCc1ccccn1)c1nc2ccccc2c(=O)[nH]1	56

Exported with values ahead of the structure: part of the list above
item	RMI FANCM FP	molecule
32	71	O=C(O)c1cccnc1NCc1ccccc1
33	63	COc1ccccc1/C=C/C=N\NC(=O)c1cc(-c2ccccc2Cl)n[nH]1
34	62	CCOc1ccc(NC(=O)CSC2=C(C#N)C(c3cccs3)C3=C(CC(C)(C)CC3=O)N2)cc1 (configuration not stated)
35	46	Clc1ccc(C2Nc3cccc4cccc(c34)N2)c(Cl)c1

3 entries out of the list, sorted by molar mass, lowest first.
No.	SMILES	RMI FANCM FP
40	CC(=O)N1c2ccccc2CC1S(=O)(=O)O (configuration not stated)	58
89	CCOC(=O)C1CCCN(C(=O)CS(=O)(=O)c2ccc3c(c2)S(=O)(=O)N=CN3)C1 (configuration not stated)	64
103	CCOc1ccc2nc(N(Cc3cccnc3)C(=O)c3ccccc3C(=O)OC)sc2c1	65
